Tau fibril FP: inhibitors of human tau fibril formation; K18 P301L tau heparin fibrillization, Alexa594 FP, 6 h; Potency, µM (highest dose often 57.7 µM), for the others: at the top dose activity, negative = inhibition, actives largely listed as inhibitors; AID 1468; hit rate 0.39% among 280,000; P10636; further: nearly all actives have a fitted effect of over 55% in size
Target sequence (P10636 561-689 P618L limits assumed): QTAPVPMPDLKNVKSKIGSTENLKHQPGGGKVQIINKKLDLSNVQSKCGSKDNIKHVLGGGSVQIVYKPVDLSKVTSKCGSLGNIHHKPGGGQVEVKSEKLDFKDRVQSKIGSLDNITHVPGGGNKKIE
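Compound effects on tau fibrillization are measured by Alexa 594 fluorescence polarization (ex 555, em 632 nm). K18 P301L tau is used at 15 uM with 0.24 uM labeled tracer, and 20 uM heparin induces aggregation over 6 hr at 37 C.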
RECQ1 helicase: inhibitors of human RECQ1 DNA helicase; P46063; RECQ1 DNA unwinding, red fluorescence kinetic read; Potency, µM (series often up to 57.3 µM), for inactives: top-dose activity, negative = inhibition, usual class: inhibitors; hit rate 0.54% among 240,000; AID 2549;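 further: plate controls were vehicle for no effect and no enzyme for full effect; nearly all actives have a fitted effect of over 30% in size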
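50 nM RECQ1T1 preincubated 15 min with compound in Tris pH 8.0 buffer with MgCl2, DTT, Tween-20 and 2.5 ug/ml poly(dI-dC); started with 200 nM TAMRA/BHQ-2 forked duplex and 2 mM ATP. Unwinding read as fluorescence (525/598 nm), two reads 2 h apart.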
Tau fibril ThT: tau fibrillization inhibition (ThT binding) | P10636 | recombinant tau K18 P301L (four-repeat tau fragment), heparin-induced fibrillization, ThT fluorescence | Potency, µM (highest dose often 57.4 µM), for inactives: at the highest dose activity, negative = inhibition, hits mostly inhibitors | hit rate 2.1% among 270,000; further: nearly all actives have a fitted effect of over 55% in size
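K18 P301L tau (15 uM + 0.24 uM Alexa 594-tagged), heparin 20 uM, NaOAc pH 7, 6 h 37 C; ThT 30 uM, 1 h RT, ex 450/em 510 nm.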
TexasRed fluor: Texas Red fluorescence interference in TRb-SRC2 counter-screen; hit rate 0.29% among 280,000; Potency, µM (doses to about 106 µM), for inactives: at the highest dose fluorescence change, negative = quenching; TRb/SRC2 Texas Red total fluorescence interference; AID 1479; active means well fitted curve in either direction with a large enough effect; inconclusive means small, poorly fitted or top-dose-only effect
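Human TRβ ligand-binding domain (0.6 uM) and Texas Red SRC2 peptide (20 nM) in Tris buffer with 1 uM T3 and 5% DMSO were incubated with pinned compound for 5 hr at ambient temperature. Total fluorescence was computed as S + 2P (555/632 nm).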
RGS12 GoLoco inh: blocks human Gai1 binding to RGS12 GoLoco peptide, red readout; P63096; Potency, µM (titrated, usually from 61.6 µM), without a hit: at the highest dose activity, negative = inhibition, hits mostly inhibitors; hit rate 0.44% among 230,000; Gai1:RGS12 GoLoco peptide FP, rhodamine, 10 min; AID 880; active means well fitted inhibition curve with a large enough effect, not every such curve was filed as active; inactive means no such curve, though single readings can be large or run the other way; further: nearly all actives have a fitted effect of over 30% in size; many of its hits are not listed in these tables
TRb-SRC2 inh: TRbeta-SRC2 interaction inhibition; hit rate 0.065% among 280,000; TRbeta-SRC2 peptide binding, fluorescence polarization; receptor liganded with 1 µM T3; Potency, µM (series often up to 106 µM), for inactives: at the highest dose activity change, negative = inhibition, usual class: inhibitors; P10828;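 further: plate controls were bound peptide for no effect and peptide without receptor for full effect; nearly all actives have a fitted effect of over 50% in size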
Target sequence (P10828 whole entry, looked up): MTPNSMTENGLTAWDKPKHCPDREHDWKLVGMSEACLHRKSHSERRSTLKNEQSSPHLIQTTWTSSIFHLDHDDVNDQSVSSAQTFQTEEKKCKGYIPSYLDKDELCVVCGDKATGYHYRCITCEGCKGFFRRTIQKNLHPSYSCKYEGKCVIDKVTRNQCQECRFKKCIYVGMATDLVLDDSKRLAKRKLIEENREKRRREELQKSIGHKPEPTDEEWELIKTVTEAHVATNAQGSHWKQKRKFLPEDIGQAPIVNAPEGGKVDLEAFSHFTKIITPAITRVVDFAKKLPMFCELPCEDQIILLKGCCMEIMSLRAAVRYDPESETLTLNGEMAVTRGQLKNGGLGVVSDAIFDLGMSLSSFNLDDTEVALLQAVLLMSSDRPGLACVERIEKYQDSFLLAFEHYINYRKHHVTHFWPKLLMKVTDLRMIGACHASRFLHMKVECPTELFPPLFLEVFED
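A fluorescence polarization screen tested compounds at multiple concentrations against complex formation between 0.6 uM TRb ligand-binding domain and 20 nM Texas Red SRC2 peptide, with 1 uM T3 present; readout after 5 hr.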
L3MBTL1 block: inhibitors of human L3MBTL1. Q9Y468. AlphaScreen L3MBTL1–H3K9me1 peptide binding. Potency, µM (top dose mostly 57.1 µM), for the others: at the highest dose activity, negative = inhibition, most hits filed as inhibitors. hit rate 0.66% among 230,000; further: nearly all actives have a fitted effect of over 60% in size
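L3MBTL1 (50 nM) pre-complexed 30 min with biotinylated H3(1-15)K9me1 peptide (75 nM), then compounds added for 30 min at room temperature; AlphaScreen streptavidin donor/nickel chelate acceptor beads (10 ug/mL final) read after 30 min dark incubation.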
KDM4E inh: inhibitors of human JMJD2E histone demethylase; Potency, µM (doses to about 57.1 µM), for inactives: at the top dose activity change, negative = inhibition, usual class: inhibitors; hit rate 1.6% among 230,000; JMJD2E catalytic domain, FDH-coupled NADH fluorescence (FDH is formaldehyde dehydrogenase); AID 2147; B2RXH2; active means well fitted inhibition curve with a large enough effect, not every such curve was filed as active; inconclusive means small, poorly fitted or top-dose-only effect, or another doubt; inactive means no such curve, though single readings can be large or run the other way;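 further: 0% = wells with enzyme and -100% = buffer wells without enzyme; nearly all actives have a fitted effect of over 50% in size; many of its hits are not listed in these tables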
Target sequence (B2RXH2 1-337 limits assumed): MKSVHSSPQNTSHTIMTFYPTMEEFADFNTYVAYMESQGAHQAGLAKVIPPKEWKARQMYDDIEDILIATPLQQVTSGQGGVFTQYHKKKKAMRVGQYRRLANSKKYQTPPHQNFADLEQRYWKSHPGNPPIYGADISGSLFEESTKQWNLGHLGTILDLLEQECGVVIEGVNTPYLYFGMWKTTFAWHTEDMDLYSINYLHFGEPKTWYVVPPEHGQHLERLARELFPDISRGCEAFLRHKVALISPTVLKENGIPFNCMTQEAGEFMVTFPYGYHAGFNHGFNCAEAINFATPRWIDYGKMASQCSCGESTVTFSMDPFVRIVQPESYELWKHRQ
The depositor's hits bear a star; i = inactive; u = inconclusive; x = no result given; [ ] = dose if it differs, or a comment. Unless noted, the call rests on the fitted dose curve; in most records, active means well fitted curve in the direction sought with a large enough effect; inconclusive means small, poorly fitted or top-dose-only effect, or another doubt; inactive means no such curve, though single readings can be large; an effect the other way counts as inactive or inconclusive. Unless noted, on the % scale 0 is the no-effect control and ±100 the full control effect; potency means the concentration at half of the fitted maximal effect.

No.	molecule	Tau fibril FP	L3MBTL1 block	TRb-SRC2 inh	RGS12 GoLoco inh
1	CCOc1ccc(Br)cc1S(=O)(=O)N1CCCC1	-7.8%	-1.6%	-11.7%	11.1%
2	C#CCNC(=O)C1=C[C@H](c2ccccc2)[C@@H](CCCO)[C@H](OCC)O1	1.2%	9.5%	-6.7%	2.7%
3	CC(C)(C)c1ccc(OCC(=O)NNC(=S)NC(=O)c2ccccc2[N+](=O)[O-])c(Br)c1	16.2%	12.1%	-2.4%	x
4	COC(=O)N1C(/C=C/C=C/c2ccc(OC)cc2)=Cc2ccccc2C1CC(C)=O (stereo unspecified)	-6.3%[11.6 µM]	x	0.4%[11.2 µM]	4.0%[14.2 µM]
5	O=C1[C@@H]2[C@H]3C(=CC[C@@H]2C(=O)N1Cc1ccccc1)C1(OCCCO1)[C@H]1O[C@@H]1[C@H]3O	-7.7%[11.6 µM]	x	1.0%[11.2 µM]	x
6	O=C(COc1ccc(Cl)cc1Cl)N/N=C1\CCCc2ccccc21	u	6.7%	6.1%	0.1%
7	CCCC(=O)Nc1ccccc1NC(=O)CCC	4.9%	9.2%	-15.7%	-0.3%
8	O=C(O)c1ccc(-c2ccc(Cl)cc2Cl)o1	6.0%	x	-5.4%	11.1%
9	O=C1c2ccccc2C2(c3ccc(F)cc3)NCCN12 (stereo unspecified)	1.8%	5.7%	-9.5%	2.5%
10	CCN(CC)S(=O)(=O)c1ccc(OC)c(NC(=O)CSc2cc(C)ccc2C)c1	3.7%	-6.6%	5.1%	6.0%
11	O=C(COC(=O)CNC(=O)c1cccc([N+](=O)[O-])c1)Nc1cccc(S(=O)(=O)N2CCCCC2)c1	-1.4%	-12.8%	2.9%	4.4%
12	Cc1nc2sc(C(c3ccccc3)N3CCN(C(=O)c4ccco4)CC3)c(O)n2n1 (stereo unspecified)	10.0%	-12.4%	-0.5%	-9.0%
13	CC1=C(C)CS(=O)N(S(=O)(=O)c2ccccc2)C1 (stereo unspecified)	u	x	-8.3%	-4.9%
14	CC(/C=N/NC(=O)c1ccc(Br)cc1)=C\c1ccccc1	u	x	9.2%	17.6%
15	Cc1occc1C(=O)NC(C)CCc1ccccc1 (stereo unspecified)	7.6%	-5.2%	-1.5%	-3.8%

No.	RECQ1 helicase	KDM4E inh	TexasRed fluor	Tau fibril ThT
1	-1.9%	-0.2%	-4.3%	5.5%
2	-0.9%	20.0%	-1.5%	-8.1%
3	-3.9%	u	-1.4%	u
4	i[11.5 µM]	-28.8%[11.4 µM]	0.7%[11.2 µM]	-3.5%[11.5 µM]
5	7.2%[11.5 µM]	x	-5.8%[11.2 µM]	-11.4%[11.5 µM]
6	-6.0%	6.6%	1.3%	u
7	-14.2%	4.7%	0.1%	4.1%
8	-4.7%	-1.5%	0.6%	-11.6%
9	i	2.9%	-1.3%	-8.4%
10	-13.3%	1.4%	1.3%	-4.5%
11	-1.1%	-4.1%	7.1%	-6.4%
12	-2.0%	1.1%	-3.2%	-4.7%
13	-4.7%	-2.3%	-1.8%	u
14	-4.6%	u	-4.5%	-5.4%
15	-8.0%	0.2%	-1.4%	1.9%

As entered above.
KDM4E inh with compound 7 stands at 4.7%
RGS12 GoLoco inh with compound 6 stands at 0.1%
Tau fibril FP with compound 4 stands at -6.3%[11.6 µM]
Tau fibril FP with compound 9 stands at 1.8%
RECQ1 helicase with compound 15 stands at -8.0%

The list continues:
No.	molecule	Tau fibril FP	L3MBTL1 block	TRb-SRC2 inh	RGS12 GoLoco inh
16	C=CCNCC(=O)N1N=C(c2ccc3ccccc3c2)CC1c1ccc(OC)cc1 (stereo unspecified)	4.4%	u	-2.5%	-8.5%
17	CCN1/C(=C/c2ccc3ccccc3[n+]2CC)C=Cc2ccccc21	-14.1%	x	11.8%	214.5%[activator]
18	Cc1cc(C)nc(NC(=O)c2ccc([N+](=O)[O-])o2)n1	3.2%	-24.0%	-8.7%	1.2%
19	CN(C(=O)CCn1c(=S)oc2ccccc21)C1CCCCC1	3.1%	x	0.2%	3.7%
20	CCOc1cc(C2/C(=C(/O)c3ccc(OC(C)C)cc3)C(=O)C(=O)N2CCCOC)ccc1O (stereo unspecified)	-1.2%	-5.8%	-11.3%	3.1%
21	Cc1cc(NC(=O)CC(CN(C)S(=O)(=O)c2ccccc2)c2ccccc2)no1 (stereo unspecified)	-0.2%	u	1.4%	-2.0%
22	CN(CC(=O)O)S(=O)(=O)c1ccc2c(c1)NC(=O)CC(=O)N2	-9.5%	19.4%	5.3%	8.2%
23	O=C(OCC#CCSc1nnc(-c2ccncc2)o1)c1cccs1	0.5%	-3.1%	-0.6%	6.3%
24	COc1ccc(C2C(=O)N(C3CCCCCC3)CC(=O)N2CCc2ccccc2)cc1 (stereo unspecified)	1.0%	x	-2.0%	x
25	CCCOc1ccc(C2C(=O)N(C3CCCCCC3)CC(=O)N2Cc2ccco2)cc1OC (stereo unspecified)	5.0%	x	-3.0%	0.0%
26	Brc1ccc(COc2ncnc3ccccc23)cc1	4.7%	10.5%	-0.5%	14.3%
27	Cc1cc(C(=O)Nc2ccc(C(C)C)cc2)c2c(C)nn(-c3ccccc3)c2n1	u	x	-1.8%	x
28	COc1ccc(Cl)cc1S(=O)(=O)N1CCN(CC(=O)Nc2ccccc2C(F)(F)F)CC1	5.1%	x	3.3%	x
29	Cn1cnnc1SCC(=O)Nc1cccc(S(=O)(=O)N2CCOCC2)c1	-3.7%	x	1.8%	-0.8%
30	O=C(NCc1ccccc1)c1onc(CSc2ccccc2)c1C(=O)NCC1CC1	-2.3%	x	-2.7%	1.3%

No.	RECQ1 helicase	KDM4E inh	TexasRed fluor	Tau fibril ThT
16	i	u	-1.7%	-10.7%
17	u	3.5%	-1.5%	3.16µM*
18	-19.0%	-6.6%	-3.9%	-2.8%
19	-9.5%	2.5%	-2.9%	x
20	7.1%	u	0.5%	5.7%
21	1.5%	-1.5%	-0.4%	-10.3%
22	2.4%	-2.3%	1.1%	1.3%
23	i	12.6%	0.6%	-10.3%
24	x	x	-3.7%	-0.4%
25	i	0.1%	0.4%	-0.7%
26	i	-3.0%	1.6%	9.3%
27	x	x	1.4%	u
28	x	x	-0.7%	-12.8%
29	-3.8%	-6.7%	-0.1%	-0.6%
30	-23.4%	8.8%	-2.7%	-0.1%

Results in Tau fibril ThT (two entries from above):
no.	SMILES	Tau fibril ThT
10	CCN(CC)S(=O)(=O)c1ccc(OC)c(NC(=O)CSc2cc(C)ccc2C)c1	-4.5%
11	O=C(COC(=O)CNC(=O)c1cccc([N+](=O)[O-])c1)Nc1cccc(S(=O)(=O)N2CCCCC2)c1	-6.4%

Continuation:
No.	molecule	Tau fibril FP	L3MBTL1 block	TRb-SRC2 inh	RGS12 GoLoco inh
31	Cc1ccccc1NC(=O)c1cccc(S(C)(=O)=O)c1	-6.4%	0.2%	-4.7%	-1.8%
32	COc1ccc(N2CCC(CNC(=S)Nc3ccc(C)cc3C)C2)cc1 (stereo unspecified)	8.9%	x	4.6%	7.2%
33	COc1ccc(CNC(=O)C2CCC(CNS(=O)(=O)c3cccc4nsnc34)CC2)cc1 (stereo unspecified)	-1.3%	x	-4.6%	10.2%
34	COc1ccc(-c2csc(NC(=O)Cc3cccc4ccccc34)c2C(=O)O)cc1	7.3%	-0.5%	-1.8%	-3.7%
35	Cc1ccccc1-n1c(=O)c2ccccc2n(Cc2ccc(F)cc2)c1=O	-9.4%	x	2.4%	x
36	O=C(CCCn1c(=S)[nH]c2cc3c(cc2c1=O)OCO3)NC1CC1	0.7%	5.0%	-3.2%	2.3%
37	CCOC(=O)CC(NC(=O)c1ccc(C)cc1)c1ccc(OC)cc1 (stereo unspecified)	0.9%	0.7%	3.2%	-2.4%
38	O=C(O)CCCCCN1C(=O)CCC1=O	-2.3%	6.2%	-0.6%	2.3%
39	CC1(C)CC(=O)C2=C(C1)OC(N)=C([N+](=O)[O-])C2c1ccc(F)cc1 (stereo unspecified)	2.1%	-3.3%	7.1%	5.0%
40	CCCCSc1ncnc2c1c(-c1ccccc1)cn2-c1cccc(F)c1	u	x	-1.1%	x
41	N#C/C(N)=C(/C#N)N=Cc1cccc(Cl)c1	5.6%	x	-1.6%	25.1%
42	Cc1ccc(-c2nn3c(C)nnc3s2)cc1N	1.6%	10.2%	-3.1%	-7.4%
43	COc1ccc(-c2cc(C(F)(F)F)n3nc(C(=O)Nc4c(C)n(C)n(-c5ccccc5)c4=O)c(Cl)c3n2)cc1	2.0%	-6.4%	-2.4%	16.4%
44	OC(Cc1nc2ccccc2[nH]1)c1ccccc1Cl (stereo unspecified)	-9.6%	38.9%[activator]	-21.1%	5.4%

No.	RECQ1 helicase	KDM4E inh	TexasRed fluor	Tau fibril ThT
31	-7.2%	3.3%	-2.4%	1.5%
32	i	-24.2%	-0.5%	u
33	-8.8%	-4.0%	-1.5%	-9.9%
34	-4.7%	-16.5%	-0.2%	u
35	x	x	5.8%	-8.8%
36	-4.2%	-4.4%	1.5%	-1.9%
37	-5.8%	4.9%	-6.5%	-4.4%
38	-5.7%	-1.2%	-0.4%	-14.1%
39	-4.4%	5.1%	-2.0%	-9.5%
40	x	x	-3.8%	-20.2%
41	-4.6%	-0.2%	-2.4%	x
42	0.2%	-3.1%	-5.3%	-0.2%
43	-12.5%	-3.7%	-5.1%	-5.5%
44	-11.3%	-3.8%	1.7%	10.5%

Single records, as listed above.
O=C(O)CCCCCN1C(=O)CCC1=O is entered as Tau fibril FP = -2.3%; L3MBTL1 block = 6.2%; TRb-SRC2 inh = -0.6%; RGS12 GoLoco inh = 2.3%; RECQ1 helicase = -5.7%; KDM4E inh = -1.2%; TexasRed fluor = -0.4%; Tau fibril ThT = -14.1%
COc1ccc(CNC(=O)C2CCC(CNS(=O)(=O)c3cccc4nsnc34)CC2)cc1 (stereo unspecified) is entered as Tau fibril FP = -1.3%; L3MBTL1 block = x; TRb-SRC2 inh = -4.6%; RGS12 GoLoco inh = 10.2%; RECQ1 helicase = -8.8%; KDM4E inh = -4.0%; TexasRed fluor = -1.5%; Tau fibril ThT = -9.9%

A portion of the library. The share of hits here may be higher or lower than overall.
